# High-throughput results as filed in PubChem.
# S3 lipid droplet = qHTS Assay for Lipid Storage Modulators in Drosophila S3 Cells; Potency in µM for hits, for the others lipid storage change, negative = inhibition, % at the top dose, mostly 46.1 µM; Drosophila S3 cells, BODIPY lipid droplet fluorescence, 18-24 h; cells fed with added oleic acid; AID 2685; actives 0.64% (n = 320,000); active means well fitted inhibition curve with a large enough effect in the signal ratio, with a control signal flat, not every such curve was filed as active; inconclusive means small, poorly fitted or top-dose-only effect, or effect the other way, or a change in a side signal; the % refers to the signal ratio
#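 Laser-scanning cytometry quantifies lipid droplet accumulation (500–530 nm total intensity; droplet/cell object ratio) in oleic acid-fed (400 uM added) Drosophila S3 cells treated with a concentration series. 20 uM Triacsin C defined 100% inhibition.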
# S3 lipid droplet cell count max = second read-out of S3 lipid droplet, no call of its own (marks repeat the call); cell number change, %; measured here: cell count max response;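 cells counted by Cell Tracker Red CMTPX staining in the red channel; peak over a dose series mostly up to 46.1 µM; percent activity relative to internal control wells on each plate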
# Active calls of the source: *; i = inactive; ? = inconclusive; nt = no result given; [ ] = another dose, or the depositor's remark. On the % scale 0 is the no-effect control and ±100 the full control effect; potency means the concentration at half of the fitted maximal effect. These rows are one share of the data; rates above refer to the full screens.
item	SMILES	S3 lipid droplet	S3 lipid droplet cell count max
1	COCCn1c(SCC(=O)Nc2ccc(OC)c(S(N)(=O)=O)c2)nc2ccccc21	-19%	-16
2	COc1ccc(C2CC(c3ccccc3)Nc3nc(NS(C)(=O)=O)nn32)cc1 (stereo not given)	?	nt
3	Cc1cc(C)c(C#N)c(SCC(=O)Nc2cccc(S(=O)(=O)N3CCCC3)c2)n1	?	nt
4	O=C(NNS(=O)(=O)c1ccc(F)cc1)c1ccc(S(=O)(=O)N2CCCCC2)cc1	?	nt
5	COc1cc(NC(=O)COC(=O)CC(NC(C)=O)c2ccccc2)cc(OC)c1 (stereo not given)	?	nt
6	NC(=S)Nc1cccc(O)c1	9%	nt
7	CC(=O)NCCC(=O)N1CCCC(N(C)CCc2ccccc2)C1 (stereo not given)	i	5
8	O=C(CCCN1C(=O)NC2(CCCC2)C1=O)Nc1ccc(Cl)c(S(=O)(=O)N2CCOCC2)c1	?	nt
9	O=C(NCc1ccccn1)C(=O)NCC1OCCN1S(=O)(=O)c1ccc([N+](=O)[O-])cc1 (stereo not given)	?	nt
10	Cc1ccc(CCNC(=O)C2CCN(S(=O)(=O)c3c(C)nn(C)c3C)CC2)cc1	-2%	nt
11	C=CCCC(=O)NC1CC(C)(C)Cc2c1cnn2-c1ccc(OC)cc1 (stereo not given)	?	nt
12	CC(Oc1ccc([N+](=O)[O-])cc1)C(=O)NCCCN1CCOCC1 (stereo not given)	i	-6
13	Cc1ncc(N=Nc2ccccc2Cl)c(-c2ccccc2)n1	?	nt
14	Cc1ccc(CNC(=O)CO/N=C/c2ccc(C(C)(C)C)cc2)cc1	?	nt
15	Cc1c(NC(=O)CSc2nc3c(cnn3-c3ccccc3)c(=O)[nH]2)c(=O)n(-c2ccccc2)n1C	16%	nt
16	CCC(C(=O)Nc1cc(Cl)c(OC)cc1OC)c1ccccc1 (stereo not given)	0%[9.22 µM]	21
17	COc1cccc(C(O)Cc2nc3ccccc3n2C)c1OC (stereo not given)	9%	19
18	O=C(Nc1ccc(Oc2cccnc2)cc1)C1CCN(Cc2cccc(Cl)c2)CC1	i	28
19	O=C(COC(=O)C1(c2ccccc2F)CCCC1)N1CCN(C(=O)c2ccco2)CC1	?	nt
20	Cc1ccccc1NS(=O)(=O)c1ccc(OCC(=O)NCc2cccnc2)cc1	4%	-1
21	COC(=O)c1ccccc1NC(=O)c1nc2nc(C)cc(C(F)F)n2n1	?	nt
22	O=C(NCC(c1cccs1)N1CCOCC1)C1CCN(S(=O)(=O)c2c(Cl)cccc2Cl)CC1 (stereo not given)	?	nt
23	COc1ccc2c(c1)CCCC21SC(NC(C)=O)=NN1C(C)=O (stereo not given)	?	nt
24	Cc1noc(C)c1COC(=O)COc1ccc2c(C)cc(=O)oc2c1	?	nt
25	CCCOC(=O)CCc1n[nH]c(=O)[nH]c1=O	?	nt
26	COc1ccc(Sc2nnc(-c3ccccc3)cc2C#N)cc1	i	nt
27	Cc1c(CCOC(=O)c2ccc(N3CCOCC3)c([N+](=O)[O-])c2)sc[n+]1CC#N	5%	-1
28	COc1cc2c(cc1OC)CN(C(=O)c1ccc(Br)o1)CC2	-2%	24
29	COc1ccccc1CNc1n[nH]c(NCc2ccccc2OC)n1	?	nt
30	CCOC(=O)C1CCCN(C(=O)C2CCCN(S(C)(=O)=O)C2)C1 (stereo not given)	-24%	7

# Among those listed so far, 2 have a furan ring, fused or not:
item	SMILES	S3 lipid droplet	S3 lipid droplet cell count max
19	O=C(COC(=O)C1(c2ccccc2F)CCCC1)N1CCN(C(=O)c2ccco2)CC1	?	nt
28	COc1cc2c(cc1OC)CN(C(=O)c1ccc(Br)o1)CC2	-2%	24

# An excerpt from above in order of formula weight, lowest first.
item	SMILES	S3 lipid droplet	S3 lipid droplet cell count max
13	Cc1ncc(N=Nc2ccccc2Cl)c(-c2ccccc2)n1	?	nt
26	COc1ccc(Sc2nnc(-c3ccccc3)cc2C#N)cc1	i	nt
16	CCC(C(=O)Nc1cc(Cl)c(OC)cc1OC)c1ccccc1 (stereo not given)	0%[9.22 µM]	21
24	Cc1noc(C)c1COC(=O)COc1ccc2c(C)cc(=O)oc2c1	?	nt
3	Cc1cc(C)c(C#N)c(SCC(=O)Nc2cccc(S(=O)(=O)N3CCCC3)c2)n1	?	nt

# Retrieved one by one from the list above:
item	SMILES	S3 lipid droplet	S3 lipid droplet cell count max
12	CC(Oc1ccc([N+](=O)[O-])cc1)C(=O)NCCCN1CCOCC1 (stereo not given)	i	-6
15	Cc1c(NC(=O)CSc2nc3c(cnn3-c3ccccc3)c(=O)[nH]2)c(=O)n(-c2ccccc2)n1C	16%	nt
14	Cc1ccc(CNC(=O)CO/N=C/c2ccc(C(C)(C)C)cc2)cc1	?	nt

# (next part)
item	SMILES	S3 lipid droplet	S3 lipid droplet cell count max
31	O=C(CNc1ccccc1)c1ccc([N+](=O)[O-])cc1	-7%	-18
32	O=C(CCNS(=O)(=O)c1cccc2nonc12)N1CCN(c2cccc(Cl)c2)CC1	?	nt
33	O=C(CCN1C(=O)c2ccccc2C1=O)NC1=NCCS1	i	nt
34	Cc1c(Br)c([N+](=O)[O-])nn1CC(=O)N1CCCc2ccccc21	?	nt
35	CCOc1ccc(C2/C(=C(\O)c3cccc(OC)c3)C(=O)C(=O)N2c2cc(C)on2)cc1OC (stereo not given)	4%	17
36	O=P(O)(CCCP(=O)(O)CCc1ccccc1)CCc1ccccc1	?	nt
37	CCCCN(CC)Cc1c(C)[nH]c2c(ccc3ccccc32)c1=O	?	nt
38	O=C(OCC#CCSc1nnc(-c2ccc(Br)cc2)o1)c1cccs1	?	nt
39	CC(=O)Nc1ccc(S(=O)(=O)N2C(C)CCCC2C)cc1 (stereo not given)	18%	-22
40	O=C(Oc1cc2oc(=O)c3c(c2cc1Cl)CCCC3)c1ccco1	?	nt
41	Cc1cc(NC(=O)CSc2nncn2N)no1	1%	8
42	COc1ccc(-n2c(C)nnc2SCC(=O)NC2CC2)cc1	-4%	1
43	CSc1ccc(CN(C)C(=O)CNC(=O)c2sc3ccccc3c2Cl)cc1	-4%	1
44	Cc1csc2ncc(C(=O)Nc3ccc(C(F)(F)F)cc3)c(=O)n12	?	nt
45	CCNc1nc(NCC)n2c(SCC(=O)Nc3ccc(F)cc3[N+](=O)[O-])nnc2n1	?	nt
46	CCC(C)NC(=O)c1cn(CCOC)c(=O)c2c1c1ccccc1n2C (stereo not given)	?	nt
47	Cc1ccc(C)n1-c1ccccc1N1CCCCC1	?	nt
48	COc1cccc(CN2CC(C(=O)NCCCCc3ccccn3)CCC2=O)c1 (stereo not given)	?	nt
49	O=C(C[n+]1ccncc1)c1ccccc1	?	nt
50	O=C(COc1ccc(Cl)cc1Br)NCC(c1ccco1)N1CCCC1 (stereo not given)	?	nt
51	COc1ccc(C(=O)Nc2cc(C)cc(C)c2)cc1S(=O)(=O)N1CCOCC1	?	nt
52	Cc1ccc(Nc2nc(CSc3n[nH]c(N)n3)cs2)cc1	13%	-1
53	CCN(CC)CCCNC(=O)C(C)n1nc(C)c2sc3ccccc3c2c1=O (stereo not given)	?	nt
54	N#Cc1cnc(NOCc2ccc(Cl)cc2)nc1	?	nt
55	CCOc1ccc(-n2c(=O)cc(N3CCN(c4ccccc4)CC3)[nH]c2=O)cc1	i	nt
56	O=C(NCCCN1CCOCC1)c1nn2c(C(F)(F)F)cc(-c3ccco3)nc2c1Cl	?	nt
57	O=C(CSc1nnc2sc3ccccc3n12)NCc1ccco1	?	nt
58	COc1cccc(-c2nc(CS(=O)(=O)CC(=O)NCCc3ccccc3)c(C)o2)c1	?	nt
59	Cc1c(C(=O)N(C)CCc2cnn(C)c2)oc2c(F)cccc12	?	nt
60	CN1CCN(C(=O)C23CCC(C)(c4nc5ccccc5nc42)C3(C)C)CC1 (stereo not given)	22%	10

# Further entries:
item	SMILES	S3 lipid droplet	S3 lipid droplet cell count max
61	Cc1ccccc1-n1ncc2c1CC(C)(C)CC2NC(=O)c1snnc1C (stereo not given)	2%	7
62	O=C(Nc1ccccc1F)C1CCN(S(=O)(=O)c2cccc3nonc23)CC1	?	nt
63	CO/N=C/C(C#N)c1ncc(C(F)(F)F)cc1Cl (stereo not given)	?	nt
64	Cc1ccc(S(=O)(=O)NCC2(c3ccccc3)CCN(C)CC2)cc1	-11%	13
65	N#Cc1c(N)nc2c(c1N)CC(COc1ccccc1)O2 (stereo not given)	?	nt
66	CCOC(=O)N1CCN(c2cc3[nH]c(=S)[nH]c3cc2F)CC1	?	nt
67	Cc1ccc(C(=O)Nc2ccccc2C(=O)N2CCCC(C)C2)cc1 (stereo not given)	20%	-8
68	CCNC(=O)CSc1nc2sccc2c(=O)n1-c1ccccc1	9%	5
69	O=C(O)C1C2C=CC(C2)C1C(=O)Nc1ccc2c(c1)OCCO2 (stereo not given)	?	nt
70	O=C(COC(=O)COc1ccc2ccccc2c1)NC1CCCc2ccccc21 (stereo not given)	?	nt
71	CCCS(=O)(=O)c1nc(S(=O)(=O)c2ccc(C)cc2)c(N2CCC3(CC2)OCCO3)s1	18%	-27
72	O=C(c1ccc(C(F)(F)F)cc1)C1CCCN(Cc2cccn2-c2ncccn2)C1 (stereo not given)	17%	20
73	O=C(CCCOc1ccc(Cl)cc1Cl)N/N=C/c1ccc(Cl)cc1	?	nt
74	CCOc1[nH]n(-c2ccccc2)c(=O)c1C=NCC(=O)OC	?	nt
75	COC(=O)N/N=C(\C)c1ccccc1Br	-5%	3
76	COc1ccc(N2CC(C(=O)Nc3ccc(S(=O)(=O)N4CCOCC4)cc3)CC2=O)cc1 (stereo not given)	?	nt
77	Cc1c(C(=O)O)cccc1-c1ccc(/C=N/n2cnnc2)o1	-6%	3
78	O=C(COC(=O)CC(NC(=O)c1ccccc1Cl)c1ccccc1)Nc1cccc(F)c1 (stereo not given)	6%	-6
79	CCOc1ccccc1NC(=O)C(CC)Sc1nc2ccsc2c(=O)n1CCC(=O)O (stereo not given)	?	nt
80	O=C(NCc1ccncc1)c1ccc(Cl)c(S(=O)(=O)N2CCOCC2)c1	10%	19
81	CCOC(=O)c1oc2ccc(Br)cc2c1COC(=O)C1=COCCO1	?	nt
82	O=C(Nc1cccc(Cl)c1)Nc1ccc2c(c1)C(=O)OC2	25%	-3
83	O=C(Cc1nn[nH]n1)NCc1ccccc1Cl	13%	-4
84	Cc1cc(C)n2nc(SCC(=O)N3CCN(c4ccc(F)cc4)CC3)nc2n1	?	nt
85	CCOc1cnc(-c2ccccc2F)o1	?	nt
86	CCOc1ccccc1NC(=O)c1cnccn1	?	nt
87	O=C(N1CCN(Cc2ccc3c(c2)OCO3)CC1)C(Cl)(Cl)Cl	i	11
88	COCCn1c(-c2ccccc2)nc2oc3ccccc3c(=O)c2c1=O	i	nt
89	Cc1ccc(N)c([N+](=O)[O-])c1	10%	11
90	COc1ccc(Cl)cc1NC(=O)C/C(C)=N/NC(=O)c1ccccc1Cl	?	nt

# Further structures follow.
item	SMILES	S3 lipid droplet	S3 lipid droplet cell count max
91	O=c1c2[nH]c3ccc(Cl)cc3c2ncn1Cc1ccccn1	?	nt
92	Cc1ccc(-n2nnnc2SCC(=O)c2ccc3c(c2)NC(=O)CO3)c(C)c1	i	23
93	CC(=O)c1ccc(-c2nc3ccccc3n2C)o1	i	nt
94	COC(=O)CN(C(=O)CSc1nnc(-c2cccc(OC)c2)o1)c1ccc(OC)cc1	13%	-14
95	CCN1C(=O)/C(=C\N2CCN(C)CC2)SC1=S	7%	-13
96	Cc1cccc(C)c1NC(=O)CN(C)CC(=O)Nc1ccccc1Oc1ccccc1	?	nt
97	Cc1ccc(S(=O)(=O)N2CCCC2C(=O)NCc2ccco2)cc1 (stereo not given)	15%	-8
98	COc1cc(SC)ccc1C(=O)Nc1ccccn1	22%	19
99	O=C(N/N=C/C=C/c1ccccc1)c1cccc(Br)c1	17%	-11
100	CC1(C)CCC(=O)N(c2ccccc2)C1=O	9%	-4
101	c1ccc(-c2nn3c(-c4ccco4)nnc3s2)nc1	?	nt
102	O=C(Nc1ccccc1C(=O)O)c1cc(S(=O)(=O)NCc2ccccc2)ccc1Cl	i	-8
103	COC(=O)c1cc2ccsc2n1CC(=O)Nc1ccc(N(C)C)cc1	-10%	1
104	Cc1ccc(-n2ncc3c(=O)[nH]cnc32)c(C)c1	6%	1
105	O=C(COC(=O)c1cc(-c2ccccc2Cl)nc2ccccc12)Nc1ncc(C(F)(F)F)cc1Cl	8%	3
106	COc1cccc(NC(=S)NCc2cccnc2)c1	-2%	nt
107	CS(=O)(=O)N(CC(=O)Nc1ccccc1C(=O)NCc1ccco1)c1ccc2c(c1)OCCO2	?	nt
108	CC(C)C[C@@H]1NC(=O)[C@H](C(C)C)NC(=O)c2cc([N+](=O)[O-])cc(I)c2NCC[C@@H](C(N)=O)NC1=O	0%	-2
109	O=C(CSc1cccc2cccnc12)OCC(=O)c1ccc(Br)cc1	i	-11
110	CCOC(=O)c1nnn(-c2nonc2NC(C)=O)c1C	-9%	-13
111	COc1ccc(NC(=O)c2c(N)no[n+]2[O-])cc1	?	nt
112	COc1ccc(C(=O)Nc2ccnn2C2CCN(C(=O)c3cccnc3)CC2)cc1	?	nt
113	CCN(CC)c1ccc(S(=O)(=O)N2CCCCC2)cc1NC(=O)C1=COCCO1	?	nt
114	O=C(/C=C/c1ccccc1Cl)c1ccc(O)cc1	?	nt
115	COc1cccc(C(=O)Nc2c3c(nc4c2CCC4)CCCC3)c1	?	nt
116	CCC(=O)Nc1cc(C(=O)O)ccc1Sc1ccc(Cl)cc1	2%	14
117	CC(C)N(Cc1nc(-c2ccc(Cl)cc2)no1)C(=O)/C=C/c1ccccc1	?	nt
118	CCCSC1=C(C#N)C(c2cccnc2)C(C(=O)OCC)=C(c2ccccc2)N1 (stereo not given)	5%	-22
